Pf apPOL block: Pf-apPOL inhibitors, biochemical, fluorescence. Plasmodium falciparum apicoplast DNA polymerase (apPOL). Recombinant Pf-apPOL, molecular beacon fluorescence, 1.5 h. inhibition, % at 10 µM. 0.25% of 210,000 active
mHTT-CaM PPI inh: mutant huntingtin-calmodulin interaction inhibitors – biochemical, AlphaScreen, primary screen | P42858 | AlphaScreen His-mHTT/GST-CaM binding, luminescence | inhibition, % at 15 µM | 3.6% of 190,000 active | AID 1671202, 2021;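 further: 0% = both proteins with DMSO and 100% = one protein alone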
An asterisk follows results filed as active; / = not tested or not shown; + = active, no number; & = joins results of further samples. No stated cut-off is given here; in the data, active means inhibition above about 50%; inactive means the rest. This is a subset; count on the stated rates, not on these rows.

Sequence of screens: mHTT-CaM PPI inh | Pf apPOL block
1	COc1cccc(C2C3=C(Nc4ncnn42)c2ccccc2OC3c2ccccc2Cl)c1 (stereo unspecified)
    58* | -8
2	Brc1ccc2c(c1)C(c1ccccc1)=NNC(c1ccccc1)=N2
    4 | /
3	Cc1ccc(C)n1-c1ccc(N2CCOCC2)c([N+](=O)[O-])c1
    43 | 2
4	O=C(c1cccs1)N1CCCC(OCc2cc(F)ccc2F)C1 (stereo unspecified)
    -9 | -4
5	CCOc1ccc(Nc2ncnc3sc(C)c(C)c23)cc1
    -3 | -4
6	COc1cccc(NC(=O)N2CCOc3ccccc32)c1
    -4 | -7
7	CNc1nc(-c2cccs2)ns1
    / | -8
8	COc1ccc(CN(C)C2CCN(C)CC2)c(OC)c1OC
    3 | -11
9	CC(C)(C)NC(=O)c1nn2c(c1Cl)NC(c1cccs1)CC2C(F)(F)F (stereo unspecified)
    5 | -8
10	Cc1cccc(NC(=O)c2cn3c(n2)CCCC3)c1
    5 | 1
11	O=C(Cn1cnc(-c2cccs2)cc1=O)N1CCN(c2ncccn2)CC1
    -8 | -6
12	COc1cc([N+](=O)[O-])ccc1NC(=O)C(C)Oc1ccccc1 (stereo unspecified)
    -2 | 0
13	Cc1ccc(S(=O)(=O)NC(=O)N(C)CCc2ccccn2)cc1
    / | 7
14	N#CC1=C(N)Oc2c(c(=O)oc3ccccc23)C12C(=O)N(CC(N)=O)c1ccccc12 (stereo unspecified)
    -2 | -3
15	CCc1ccc(N2C=C(C(=O)N3CCC(C)CC3)S(=O)(=O)c3ccccc32)cc1
    23 | -4
16	CCOc1cc(/C=C2\NC(=O)NC2=O)cc(Br)c1OCC
    3 | -10
17	CCc1cc2c(=O)c(-c3ccc4c(c3)OCCO4)coc2cc1OC(C)=O
    -4 | -3
18	O=C(c1cc(F)cc(F)c1)N1CCC(c2cnn(-c3ccc(F)cc3)c2)CC1
    -10 | -2
19	CCOCCCNC(=O)CSc1nc2nc(C)c(Cc3ccccc3)c(C)n2n1
    5 | 8
20	CC(NC(=O)COc1ccc(Cl)cc1Cl)C(=O)O (stereo unspecified)
    -4 | -6
21	Cc1cccc(NC(=O)C2CCc3nc(N4CCOCC4)ncc3C2)c1 (stereo unspecified)
    1 | -2
22	COc1cccc(CC(=O)N2CCCC(c3nc(-c4ccc(NC(C)=O)cc4)no3)C2)c1 (stereo unspecified)
    11 | 0
23	CN1C(=O)C(CCCN=C(N)N)NC1=S (stereo unspecified)
    -2 | /
24	O=C(NCCc1c[nH]c2ccccc12)C1CCCN(c2ccc(-n3ccnc3)nn2)C1 (stereo unspecified)
    -8 | -10
25	O=S(=O)(c1ccc(F)cc1)N1CCC(c2noc(-c3cccc(F)c3)n2)CC1
    -5 | -4
26	NC(=O)CC12CC3CC(C1)CC(c1ccccc1)(C3)C2
    4 | -9
27	O=C(NCc1cccnc1)c1cc(=O)[nH]c2ccc(S(=O)(=O)N3CCCCC3)cc12
    4 | -1
28	Cc1c(Cl)cccc1N1C(=O)C(N2C(=O)c3cccc([N+](=O)[O-])c3C2=O)C1c1cccs1 (stereo unspecified)
    8 | 4
29	Cn1c(SCC(=O)c2ccccc2OC(F)F)nc2ccccc21
    -6 | 1
30	O=C(Cn1cc(-c2ccc(F)cc2)oc1=O)NC1CCN(Cc2ccccc2)CC1
    13 | -6
31	Cc1ccc(F)c(NC(=O)Nc2ccccc2)c1
    -12 | 6
32	Cc1c(C)c(C=O)c(C)c(C)c1C=O
    23 | -2
33	Cc1cc(C(F)(F)F)c(C#N)c(=O)[nH]1
    -7 | /
34	O=C(NCC1CCCO1)C1CCN(c2cncnc2N2CCCC2)CC1 (stereo unspecified)
    1 | -6
35	Oc1c(Cl)cc(Br)cc1C=Nc1ccc2oc(-c3ccncc3)nc2c1
    7 | -8
36	O=C(Nc1cccc(NC(=O)c2ccccc2F)c1)c1ccccc1F
    -2 | -2
37	Cc1nc2ccccc2n1Cc1ccccc1Br
    11 | 6
38	CCOCC(=O)N1CCCC(OCc2nc(-c3cnccn3)no2)C1 (stereo unspecified)
    -12 | -5
39	CCOC(=O)N1CCN(S(=O)(=O)c2cc([N+](=O)[O-])ccc2C)CC1
    0 | 1
40	O=C(c1ccc(-c2cncnc2)nc1)N1CCCCC1
    2 | -2
41	CN1CCN(C(=O)c2cc3nc(-c4ccc(Cl)c(Cl)c4)cc(C(F)(F)F)n3n2)CC1
    1 | -5
42	N#Cc1c(N2CCOCC2)nnc(-c2ccccc2)c1-c1ccccc1
    / | -6
43	O=C(Nc1ccc(-c2nc3ccccc3[nH]2)cc1)c1cc([N+](=O)[O-])ccc1Cl
    16 | 1
44	COc1ccc(CCc2nc(-c3ccc(=O)[nH]c3)no2)cc1
    -3 | -3
45	Cc1cccc(NS(=O)(=O)c2cc(Cl)ccc2Cl)c1C
    -26 | -4
46	CC(C)(C)NC(=O)C1CCN(c2ccccc2-n2cccc2)C1=O (stereo unspecified)
    8 | 6
47	Cc1cc(Cl)ccc1OCCCC(=O)Nc1cccnc1
    -8 | 0
48	COc1cc(C2CC(=O)Oc3cc4c(cc32)OCO4)cc(OC)c1OC (stereo unspecified)
    23 | 8
49	CC1CCCCN1CCNC(=O)C1CCN(c2nccnc2Sc2ccccc2)CC1 (stereo unspecified)
    2 | -2
50	O=C(Oc1ccc2c(=O)c(-c3ccc4c(c3)OCCO4)coc2c1)C1CCCCC1
    -1 | 1

Additional results follow.
Sequence of screens: mHTT-CaM PPI inh | Pf apPOL block
51	CC(C)C[C@@H]1COc2cccc(F)c2S(=O)(=O)N1C
    -12 | -4
52	CC(CCO)Nc1nc2c(c(=O)n(C)c(=O)n2C)n1Cc1cccc(Br)c1 (stereo unspecified)
    -3 | -11
53	CCCN1C(=O)c2cccnc2Sc2cc(C(=O)N3CCOCC3)ccc21
    6 | 0
54	Cc1oc2cc(OC(C)C)ccc2c(=O)c1-c1ccccc1
    2 | -10
55	CCC1Oc2ccc(Cl)cc2N(CC(=O)NC2CC2)C1=O (stereo unspecified)
    -5 | -12
56	O=S(=O)(Oc1ccc2nonc2c1)c1ccc(Cl)s1
    / | -9
57	Cc1c(Cl)cccc1S(=O)(=O)NCC1CCN(C(=O)c2cccn(C)c2=O)CC1
    -4 | -5
58	O=C(Nc1ccc(N2CCN(Cc3ccc(F)cc3F)CC2)nc1)c1cccs1
    0 | -8
59	CCOc1ccc(Sc2cc(C(=O)NC(C)C)c3ccccc3n2)cc1
    2 | -16
60	CC1(C(=O)NCc2ccccc2)CCC(=O)N1Cc1cccc(Cl)c1 (stereo unspecified)
    19 | 1

Laid out differently: 4 of the compounds above.
#	SMILES	mHTT-CaM PPI inh	Pf apPOL block
54	Cc1oc2cc(OC(C)C)ccc2c(=O)c1-c1ccccc1	2	-10
55	CCC1Oc2ccc(Cl)cc2N(CC(=O)NC2CC2)C1=O (stereo unspecified)	-5	-12
56	O=S(=O)(Oc1ccc2nonc2c1)c1ccc(Cl)s1	/	-9
57	Cc1c(Cl)cccc1S(=O)(=O)NCC1CCN(C(=O)c2cccn(C)c2=O)CC1	-4	-5

Next part:
Sequence of screens: mHTT-CaM PPI inh | Pf apPOL block
61	CC(C)C1c2cccn2CCN1C(=O)NCc1ccc(F)cc1 (stereo unspecified)
    0 | -6
62	O=C(Cc1nnc(-c2cccc(F)c2)o1)Nc1ccccc1
    -6 | 1
63	O=C1C(=Nc2cccnc2)c2ccccc2N1CN1CCOCC1
    -2 | -2
64	c1ccc(CNc2nc(-c3ccccn3)cs2)cc1
    100* | -2
65	Cc1cccc(CC(=O)N2CCC(CCOc3ccncc3)CC2)c1
    -4 | -5
66	O=C1Nc2ccccc2/C1=N\N1CCN(C2c3ccccc3-c3ccccc32)CC1
    + | /
67	Cc1sc2ncnc(SCCN3C(=O)c4ccccc4C3=O)c2c1C
    -4 | 0
68	CC1CCN(C(=O)CCc2nnc(-c3ccc(Cl)cc3)[nH]c2=O)CC1
    2 | 0
69	CN(C)c1ccc(-c2nc3ccccc3o2)cc1
    -4 | -2
70	O=C(NC1CCCC1)c1ccccc1N(Cc1ccccc1)S(=O)(=O)c1ccccc1
    8 | -9
71	CC(=O)Nc1ccccc1NC(=O)c1ccccc1[N+](=O)[O-]
    60* | 1
72	Cc1nc(Nc2ccc(NC(=O)Nc3ccc(F)cc3F)cc2)cc(-n2ccnc2)n1
    -2 | -4
73	CC1=NOC(=O)/C1=C/c1ccc(OCc2ccccc2F)c(Br)c1
    -4 | -3
74	O=C(CSCc1ccc([N+](=O)[O-])cc1)NCC1CCCO1 (stereo unspecified)
    1 | -8
75	O=Cc1cn(CC(=O)NCc2ccco2)c2ccccc12
    5 | -1
76	COc1ccc(C(C)=NOCc2cccc(C(=O)Sc3ccc(C(F)(F)F)cc3)c2)cc1OC
    / | 4
77	O=C(O)COc1ccc2c3c(c(=O)oc2c1)CCCC3
    3 | 5
78	O=C(COc1ccc(Br)cc1Cl)Nc1ccccc1F
    -12 | -2
79	CCc1onc(C)c1C1CCCN1Cc1ccc(O)c(OC)c1 (stereo unspecified)
    -2 | 2
80	O=C(c1ccc(CN2CCC(Cc3ccccc3)CC2)cc1)N1CCCC1
    5 | -8
81	Cc1cccc(CN2CCCn3nc(C(=O)NCc4cccc(Cl)c4)cc3C2=O)c1
    -6 | 0
82	Cc1ccc(NC(=O)c2cc(S(=O)(=O)N3CCCCCC3)ccc2F)cc1Cl
    -4 | 2
83	COc1ccc(CNC(=O)N2CC(c3nc(-c4cccc(Cl)c4)no3)C2)cc1
    -10 | -8
84	O=C(c1ccc2ccccc2n1)N1CCN(c2ncnc3c2CCC3)CC1
    -4 | 3
85	CCc1cc(NC(=O)Cc2cccs2)nn1-c1ccccc1
    8 | 9
86	Oc1ccc(-c2cn3ccccc3n2)cc1O
    7 | -6
87	Cc1ccc(NC(=O)c2ccoc2C)c([N+](=O)[O-])c1
    10 | 1
88	CCN(C(=O)Cc1nn(C)c(=O)c2ccccc12)c1ccccc1
    3 | 3
89	CC1CCCN(C2CCN(C(=O)c3cccc(Cl)c3)CC2)C1 (stereo unspecified)
    1 | 4
90	O=C(c1ccccc1Cl)N1CCN(c2ccc([N+](=O)[O-])c(NC3CC3)c2)CC1
    17 | 0

Reprinted at random: three records from the list
Sequence of screens: mHTT-CaM PPI inh | Pf apPOL block
79	CCc1onc(C)c1C1CCCN1Cc1ccc(O)c(OC)c1 (stereo unspecified)
    -2 | 2
10	Cc1cccc(NC(=O)c2cn3c(n2)CCCC3)c1
    5 | 1
40	O=C(c1ccc(-c2cncnc2)nc1)N1CCCCC1
    2 | -2

New compounds follow.
Sequence of screens: mHTT-CaM PPI inh | Pf apPOL block
91	Cc1cccc(N2CCN(C(=O)CN3CCN(C(=O)Nc4ccccc4)CC3=O)CC2)c1C
    13 | -14
92	COC(=O)c1ccc(NC(=O)Cc2csc(Nc3ccc(F)cc3)n2)cc1
    -7 | -8
93	CCCCOc1cccc(C(=O)Nc2cccc(-c3nc4ncccc4o3)c2)c1
    -3 | 16
94	CC(C)(C)NC(=O)c1ccc(Cl)c(Cl)c1
    -13 | 28
95	CC(C)C(=O)NC(/C=C/c1ccccc1)c1cc([N+](=O)[O-])c2cccnc2c1O (stereo unspecified)
    5 | -4
96	Cc1cc(NC(=O)c2cc(Cl)sc2Cl)no1
    / | -1
97	O=C(CN1C(=O)C2CCCCN2C(=O)c2ccccc21)Nc1ccc(C(F)(F)F)cc1 (stereo unspecified)
    20 | 5
98	CCCNC(=O)CC1Sc2ncccc2N(CCC)C1=O (stereo unspecified)
    -2 | -5
99	COc1ccc(C2OCC3(CO)C(C)C=C(C)C2C3C)cc1 (stereo unspecified)
    1&-2 | 3&2
100	Cc1c(C(=O)Nc2c3c(nn2-c2ccc([N+](=O)[O-])cc2)CSC3)cccc1[N+](=O)[O-]
    3 | -6

Three entries already listed, ordered by length of the SMILES, smallest number first:
Sequence of screens: mHTT-CaM PPI inh | Pf apPOL block
7	CNc1nc(-c2cccs2)ns1
    / | -8
19	CCOCCCNC(=O)CSc1nc2nc(C)c(Cc3ccccc3)c(C)n2n1
    5 | 8
22	COc1cccc(CC(=O)N2CCCC(c3nc(-c4ccc(NC(C)=O)cc4)no3)C2)c1 (stereo unspecified)
    11 | 0

Given with each value named: four of the compounds above.
[95] CC(C)C(=O)NC(/C=C/c1ccccc1)c1cc([N+](=O)[O-])c2cccnc2c1O (stereo unspecified)
  mHTT-CaM PPI inh = 5
  Pf apPOL block = -4

[92] COC(=O)c1ccc(NC(=O)Cc2csc(Nc3ccc(F)cc3)n2)cc1
  mHTT-CaM PPI inh = -7
  Pf apPOL block = -8

[94] CC(C)(C)NC(=O)c1ccc(Cl)c(Cl)c1
  mHTT-CaM PPI inh = -13
  Pf apPOL block = 28

[93] CCCCOc1cccc(C(=O)Nc2cccc(-c3nc4ncccc4o3)c2)c1
  mHTT-CaM PPI inh = -3
  Pf apPOL block = 16

Remaining list, next part
Sequence of screens: mHTT-CaM PPI inh | Pf apPOL block
101	COCCCNC(=O)c1c(NC(=O)c2ccc([N+](=O)[O-])cc2)sc2c1CCCC2
    6 | 5
102	COc1ccc(C(NC=O)c2ccc(OC)cc2)cc1
    -5 | -2
103	NC(CC(=O)Nc1ccc(F)cc1F)=NOC(=O)c1cccs1
    / | 0&-9
104	COc1ccc(S(=O)(=O)N(C)CCCC(=O)O)cc1N(C)S(C)(=O)=O
    -7 | -4
105	CC1CCC2(CC1)NC(=O)N(CC(=O)Nc1cccc(Cl)c1)C2=O (stereo unspecified)
    -1 | -6
106	CCOc1ccc(-c2cn3ccn(-c4ccc(C(C)C)cc4)c(=O)c3n2)cc1
    -3 | -1
107	Cc1ccc(C(=O)NCCN(C)C)cc1C
    0 | 0
108	CC(=O)Nc1ccc(C=C(C#N)c2ccc([N+](=O)[O-])cc2)cc1
    / | -9
109	c1cc(CN2CCC(OCc3nc(C4CC4)no3)CC2)co1
    -5 | -4
110	COc1ccc(-n2cc(-c3ccc(Br)cc3)[nH]c2=O)cc1
    42 | 2
111	CC(=O)NCc1csc(C2CCCN(S(=O)(=O)c3cn(C)c(C)n3)C2)n1 (stereo unspecified)
    -5 | -1
112	CCCCNS(=O)(=O)c1ccc(F)c(C(=O)O)c1F
    -2 | -10
113	CN(C)CCN1C(=O)C(=O)C(=C(O)c2ccccc2)C1c1cccc([N+](=O)[O-])c1 (stereo unspecified)
    -6 | 1

High-throughput results (PubChem)
